# High-throughput results as filed in PubChem BioAssay.
# mIDH1 inhibitor: inhibitors of human mutant IDH1 R132H; hit rate 0.093% among 390,000; AID 602179; O75874; Potency, µM (doses to about 76.6 µM), inactives show at the top dose activity change, negative = inhibition, most hits filed as inhibitors; IDH1-R132H enzyme, NADPH consumption, diaphorase/resazurin fluorescence; also: potency is read from the fitted curve at half-maximal effect; % is scaled to controls: 0 for no effect and ±100 for the full control effect; nearly all actives have a fitted effect of over 65% in size
#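 IDH1-R132H (0.5 ug/mL) preincubated 30 min with compound, then NADPH (0.016 mM) and alpha-KG (2 mM) added; 80 min at RT, pH 7.5. Remaining NADPH coupled via diaphorase/resazurin to fluorescence (540/590 nm); concentration-response curves normalized to no-enzyme control.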
# TRHR enhancer: TRH receptor (human) allosteric enhancement; P34981; TRHR cells, fluo-8 calcium fluorescence, EC20 TRH enhancement; enhancement, % at 2 µM; hit rate 0.66% among 360,000; in the data active = enhancement above about 30%; also: 0% is about no effect
#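 Enhancer read-out: after compound pinning and an initial kinetic agonist-mode read, an EC20 of TRH (10 nM final) was injected and fluo-8 calcium signal (Ex 480/Em 530) followed at 1 s/cycle for 100 cycles in TRHR-expressing cells.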
# PI4K2A inh: blocks human PI4K2A kinase activity; Q9BTU6; purified PI4K2A, ADP-Glo luminescence, 1 h; active compounds read low; activity change, negative = inhibition, % at 76.9 µM; hit rate 0.13% among 420,000; AID 1346378; in the data active = activity change below about -50%; inconclusive = mostly about -30% to -49%;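 also: -100% = wells without enzyme as full effect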
# Target sequence (Q9BTU6 whole entry, looked up): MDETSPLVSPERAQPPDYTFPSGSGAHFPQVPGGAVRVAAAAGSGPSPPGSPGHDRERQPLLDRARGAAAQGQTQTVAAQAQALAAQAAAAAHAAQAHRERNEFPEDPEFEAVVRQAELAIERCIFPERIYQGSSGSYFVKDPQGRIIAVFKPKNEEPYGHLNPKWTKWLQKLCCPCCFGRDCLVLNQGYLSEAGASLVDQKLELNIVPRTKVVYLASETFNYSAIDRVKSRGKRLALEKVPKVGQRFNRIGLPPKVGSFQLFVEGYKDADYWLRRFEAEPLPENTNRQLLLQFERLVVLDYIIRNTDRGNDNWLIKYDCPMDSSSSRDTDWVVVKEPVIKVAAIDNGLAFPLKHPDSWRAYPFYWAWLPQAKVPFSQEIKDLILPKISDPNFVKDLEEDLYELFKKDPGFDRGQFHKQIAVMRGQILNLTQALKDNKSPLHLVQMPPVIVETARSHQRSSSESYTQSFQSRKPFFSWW
#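 In this quantitative HTS, ADP production by PI4K2A was quantified luminescently after 1 h at ambient temperature; 100 microM adenosine served as plate-quality control.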
# D2 agonist: agonists of human D2 dopamine receptor; P14416; HEK293 T-REx D2 cells, calcium flux agonist mode; activation, % at 2 µM; hit rate 0.53% among 340,000;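 active = activation over 3 SD above normal in the single-dose calcium agonist read, cut at about 30% in these data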; also: 0% is about no effect
#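 Tetracycline-induced HEK293 T-REx cells with force-coupled D2 receptor, plated overnight at 30 C, loaded with no-wash calcium dye. After a 10 s baseline, compound was pin-added and calcium flux read kinetically for 180 s; calcium rises flagged agonists.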
# D2 antag: antagonists of human D2 dopamine receptor. P14416. HEK293 TREx D2 cells, calcium flux, dopamine EC80. inhibition, % at 10 µM. hit rate 2% among 340,000; in the data active = inhibition above about 30%; also: 0% is about no effect
#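 Antagonism is scored as inhibition of an EC80 dopamine-evoked calcium signal in a force-coupled, tetracycline-inducible HEK293 T-REx D2 line, with compound present 180 s before agonist.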
# TRHR agonist: TRH receptor (human) agonism; P34981; TRHR cells, calcium flux fluo-8, FDSS agonist mode; activation, % at 2 µM; hit rate 0.18% among 360,000; AID 493084; in the data active = activation above about 30%; also: 0% is about no effect
#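 Agonist-mode FDSS calcium read (Ex 480/Em 530, 1 s cycles) in 1536-well TRHR cells with fluo-8 dye, after 10-cycle baseline and 23 nL compound addition; TRH at EC20 (10 nM final) added afterwards for the enhancer phase.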
# USP1-UAF1 inh: USP1/UAF1 (human) deubiquitinase inhibition; O94782; recombinant USP1/UAF1, Ub-Rhodamine cleavage fluorescence; Potency, µM (top dose mostly 57.1 µM), for inactives: at the top dose activity change, negative = inhibition, hits mostly inhibitors; hit rate 0.23% among 390,000; AID 743255; also: potency is read from the fitted curve at half-maximal effect; % is scaled to controls: 0 for no effect and ±100 for the full control effect; nearly all actives have a fitted effect of over 60% in size; inactives centre near -12
#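 In this screen, compounds sit with the deubiquitinase complex (1nM) for 15 min at room temperature before Ub-Rho is added at 150nM final. Fluorescence rise is then followed for 6 reads every 60 seconds.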
# TrxR1 inh: inhibitors of rat thioredoxin reductase 1. recombinant rTrxR1, NADPH fluorescence consumption, selenite substrate. Potency, µM (doses to about 114 µM), without a hit: top-dose activity change, negative = inhibition, usual class: inhibitors. hit rate 1% among 390,000. AID 588453; also: potency is read from the fitted curve at half-maximal effect; % is scaled to controls: 0 for no effect and ±100 for the full control effect; nearly all actives have a fitted effect of over 65% in size
# Target sequence (O89049 whole entry, looked up): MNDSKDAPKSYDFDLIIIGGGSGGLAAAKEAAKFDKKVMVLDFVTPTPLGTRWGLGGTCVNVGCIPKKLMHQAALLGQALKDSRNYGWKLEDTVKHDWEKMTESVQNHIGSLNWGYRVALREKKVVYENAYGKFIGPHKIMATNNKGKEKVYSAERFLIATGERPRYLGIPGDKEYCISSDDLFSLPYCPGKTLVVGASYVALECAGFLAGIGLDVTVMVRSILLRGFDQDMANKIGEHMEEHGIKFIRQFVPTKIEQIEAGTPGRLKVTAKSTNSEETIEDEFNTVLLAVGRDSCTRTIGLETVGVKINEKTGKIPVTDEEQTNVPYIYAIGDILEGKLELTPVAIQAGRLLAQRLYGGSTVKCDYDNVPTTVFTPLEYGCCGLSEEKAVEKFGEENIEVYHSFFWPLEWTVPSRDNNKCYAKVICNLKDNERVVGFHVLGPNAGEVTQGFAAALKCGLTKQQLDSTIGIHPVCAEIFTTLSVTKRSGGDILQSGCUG
#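 Rat TrxR1 (90 nM in the dispensed reagent) was pre-reduced with 400 uM NADPH for 5 min at room temperature, then incubated with compound for 15 min. After 400 uM selenite was added, NADPH fluorescence (Ex 340/Em 450 nm) was followed for 8 min.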
# TrxR1 substrate: is turned over as a substrate by rat TrxR1 | Potency, µM (top dose mostly 114 µM), for the others: at the top dose activity change, negative = substrate turnover | AID 588456 | purified TrxR1 substrate turnover, NADPH consumption readout | hit rate 0.01% among 390,000; also: potency is read from the fitted curve at half-maximal effect; % is scaled to controls: 0 for no effect and ±100 for the full control effect; nearly all actives have a fitted effect of over 50% in size
#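 Rat TrxR1, dispensed at 90 nM, was prereduced with 400 uM NADPH (final) for 5 min at ~22 deg C, then incubated with compound 15 min before 400 uM selenite. A first-read NADPH fluorescence drop versus no-compound background flagged substrates.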
# * hit, by the source's call; u = inconclusive; x = no result given; & = joins results of further samples; [ ] = remark or other dose. Unless noted, calls follow the shape of the dose curve; as a rule, active = well fitted inhibition curve with a large enough effect; inconclusive = small, poorly fitted or top-dose-only effect; inactive = no such curve, though single readings can be large or run the other way.
# Results follow in this order: mIDH1 inhibitor	TRHR enhancer	PI4K2A inh	D2 agonist	D2 antag	TRHR agonist	USP1-UAF1 inh	TrxR1 inh	TrxR1 substrate
> C=CC[C@H](CC(=O)NCCO)C(=O)NC[C@@H](OC(=O)[C@@H](CC=C)Cc1ccc(F)cc1)c1ccccc1
  21%	x	-3	x	x	x	-20%	18%[57.1 µM]	5%[57.1 µM]
> c1cncc(-c2nnc3n2N=C(c2cccs2)CS3)c1
  0%	4	-6	0.9	14	-0.1	-6%	-25%	-9%
> O=S(=O)(NCCOCCNS(=O)(=O)c1ccccc1)c1ccccc1
  0%	-6	1	-0.5	4	-0.2	0%	9%	3%
> O=C(COc1ccc(Cl)cc1)Nc1ccc(N2CCN(C(=O)c3ccco3)CC2)cc1
  -2%	-9	-3	0.0	9	-0.7	-8%	27%	3%
> O=Cc1c(N2CCN(c3cccc(Cl)c3)CC2)nc2ccccn2c1=O
  0%	14	4	-0.2	-24	-0.2	-4%	3%[57.1 µM]	0%[57.1 µM]
> CC1(c2cccc(Br)c2)NC(=O)N(CC(=O)c2ccc3c(c2)OCCO3)C1=O (stereo unspecified)
  8%	x	-3	x	x	x	-9%	-8%	-13%
> CCOC(=O)CNC(=O)N1CCCN(S(=O)(=O)c2ccc3c(ccn3CC)c2)CC1
  -24%	-1	-3	-1.3	x	0.0	-19%	14%[57.1 µM]	3%[57.1 µM]
> COc1ccc(N(CC(=O)NCCc2ccc(OC)c(OC)c2)S(=O)(=O)c2c(C)noc2C)cc1
  -5%	3	0	1.1	-12	-0.9	-26%	-2%	-4%
> COC(=O)CN(C)C(=O)CC1C(=O)NCCN1CC(C)(C)C (stereo unspecified)
  -3%	-2	-4	40*	-3	1.3	-6%	1%	0%
> CCn1ccc(=O)c2cc3c(cc21)OCO3
  15%	-4	3	0.4	13	1.0	-13%	10%	-4%
> COc1ccc(Nc2nnc(-c3ccc(C)c(S(=O)(=O)NCCO)c3)c3ccccc23)cc1C(N)=O
  29%	0	-2	-1.6	x	-1.0	-17%	6%	2%
> CCN(Cc1ccccc1)c1ccc(/C=N/NS(=O)(=O)c2cccc([N+](=O)[O-])c2)cc1
  -3%	8	-1	0.4	-23	0.5	-6%	-25%	-18%
> CN(Cc1c(C(=O)N/N=C/c2ccc(F)cc2)nnn1-c1nonc1N)C1CCCCC1
  13%	-8	1	-0.9	10	0.5	-12%	15%	2%
> O=C(NNC1CC(=O)N(c2ccc(Cl)cc2)C1=O)c1ccco1 (stereo unspecified)
  5%	-8	-2	0.5	3	2.6	-19%	17%[11.4 µM]	10%[11.4 µM]
> O=C(CSc1nc2c(cnn2-c2ccccc2)c(=O)[nH]1)N1N=C(c2cccs2)CC1c1ccc(F)cc1 (stereo unspecified)
  -10%	2	1	0.9	-6	0.1	-13%	8%[57.1 µM]	23%[57.1 µM]
> CCOc1cccc(SCc2noc(C(=O)NCC3CCCO3)c2C(=O)O)c1 (stereo unspecified)
  -2%	9	0	-1.4	-2	-0.8	-14%	-6%	-9%
> CC1CCc2nc3ccc(S(=O)(=O)N4CCC(C(=O)NCc5ccccc5Cl)CC4)cc3c(C(=O)O)c2C1 (stereo unspecified)
  0%	-2&-3	-5&-14	-0.9&2.4	-13	0.2&0.2	-20%&-21%	10%&-12%	10%&-4%
> CC(=O)Nc1ccc(Nc2ccc([N+](=O)[O-])cn2)cc1
  14%	-1	-2	0.1	12	0.3	-12%	16%	-6%
> O=Cc1c[nH]c2ccccc12
  x	0	x	x	x	-1.2	x	-2%	-2%
> CCOc1cc(C(=O)Nc2cc(F)ccc2C)ccc1OCC(=O)N1CCOCC1
  4%	15	-1	-0.8	6	-0.3	-22%	9%	4%
> CCOc1ccccc1N1C(=O)c2ccc(C(=O)Nc3cccnc3)cc2C1=O
  0%	0	-4	-1.5	3	-0.8	u	13%	-1%
> CC1CN(S(=O)(=O)c2ccc(C(=O)Nc3nccs3)cc2)CC(C)O1 (stereo unspecified)
  6%	0	0	1.7	19	1.7	2%	22%	-1%
> Cc1nn(-c2ccccc2)c(C)c1NC(=O)COc1ccc(Br)cc1Cl
  5%	-5	4	-1.7	-13	0.2	-15%	-8%	-9%
> Cc1ccccc1-c1nc(-c2ccc(NC(=O)c3ccc4c(c3)OCO4)cc2)no1
  7%	-1	3	x	x	-2.1	-13%	6%	3%
> O=C(NCC1CCCO1)c1ccc(N2CCCCC2)c([N+](=O)[O-])c1 (stereo unspecified)
  0%	20	3	x	x	-0.1	-27%	12%	-3%
> CC(=O)Nc1cccc(NC(=O)c2ccc(Br)cc2)c1
  8%	-2	2	-0.2	-5	-2.3	-15%	15%[57.1 µM]	2%[57.1 µM]
> Cc1cc(C(=O)Cn2nc(C(=O)O)c3ccccc3c2=O)c(C)n1CC(F)(F)F
  2%	6	1	-4.0	-17	-0.1	-26%	3%[57.1 µM]	7%[57.1 µM]
> Cc1nnc(SCC(=O)Nc2nccs2)o1
  -1%	-1	-7	0.0	11	-0.7	-21%	15%	1%
> CCCCn1c(N)c(N(CCOC)C(=O)COC(=O)COc2cc(C)c(Cl)cc2C(C)C)c(=O)[nH]c1=O
  -3%	0	-8	x	x	0.5	-11%	-7%[57.1 µM]	-9%[57.1 µM]
> COc1cc(O)c2c(=O)c3c(OC)c(O)ccc3oc2c1
  0%	1	-4	-1.3	7	-0.1	u	16%[57.1 µM]	6%[57.1 µM]
> CC1(C2(O)CCCCC2)NCCc2ccccc21 (stereo unspecified)
  -1%	-1	-4	-0.7	-5	0.4	-8%	3%	-2%[57.1 µM]
> CC(=O)NC1C(=O)N=C(SCC(=O)Nc2cccc(Cl)c2)NC1=O (stereo unspecified)
  2%	0	-3	2.3	-10	0.2	-17%	8%[57.1 µM]	-8%[57.1 µM]
> COc1cc2c3c(c1OC)C1(C=CC(=O)C=C1)CC3N(C(=O)c1ccccc1)CC2 (stereo unspecified)
  1%	0	3	2.0	-8	0.5	-19%	15%	9%
> CCCCN(C(=O)CCC(=O)Nc1cc(C)on1)C(C(=O)NC(C)(C)C)c1ccccc1Cl (stereo unspecified)
  -10%	1	5	0.6	3	-0.9	-18%	0%	5%
> Cc1cc(C)c(OCC(=O)N(Cc2cccs2)C2CCS(=O)(=O)C2)c(C)c1 (stereo unspecified)
  -6%	-4	2	1.2	4	0.2	-7%	5%[57.1 µM]	7%[0.0914 µM]
> O=C(O)c1cccc(OCc2ccccc2Cl)c1
  1%	3	-9	-1.3	-18	0.5	-1%	-2%	1%
> Cc1ccc(-n2ncc3c(SCc4cccc(C)c4)ncnc32)cc1
  -3%	-1	0	1.2	-11	-0.1	-13%	8%	5%
> CCCCn1cc(S(=O)(=O)c2ccc(OC)cc2)c(=O)c2cc(F)c(F)cc21
  0%	3	2	x	x	-0.6	-5%	14%	-1%
> c1ccc(-c2ccnc3nc(N4CCN(c5ccccc5)CC4)nn23)cc1
  0%	12	2	-0.9	-1	-0.4	-18%	-3%	-11%
> CC(C)(C)c1ccc(OCCCNCc2ccccc2)cc1
  14%	-1	-6	7.2	4	1.3	-20%	-15%	-3%
> COc1ccc([C@H]2CC(=O)C=C(c3ccc4ccn(C)c4c3)C2)cc1
  -7%	-1	-3	-0.3	7	0.7	-5%	-8%[57.1 µM]	1%
> CC(=O)Nc1cccc(C(=O)OC(C)C(=O)N2CCc3ccccc32)c1 (stereo unspecified)
  6%	0	-8	1.9	6	0.1	-5%	6%[57.1 µM]	3%[57.1 µM]
> COc1cc(OC)cc(C(=O)NNC(=O)CCNS(=O)(=O)c2ccc(Br)cc2)c1
  -8%	x	5	x	x	x	0%	u	-1%
> O=C(Nc1cccc(C(=O)O)c1)Nc1ccc2c(c1)OCO2
  0%	-5	-11	0.0	-7	-0.3	-21%	11%[57.1 µM]	7%[57.1 µM]
> COc1ccc(CCNC(=O)CC(=O)NCCc2ccc(OC)cc2)cc1
  7%	-3	1	0.8	-2	-0.4	-12%	16%	2%
> CCOc1ccc(CCNC(=O)c2nnn(CC(=O)Nc3ccc(C)cc3)c2N)cc1OCC
  -16%	0	2	-0.2	4	-0.3	-16%	-4%	-8%
> CCC(=O)c1c(OCc2ccccc2)ccc2c(C)cc(=O)oc12
  x	-12	x	-0.9	-1	-1.4	x	x	x
> N#CC[C@H](Cc1ccccc1)N1CC[C@@H](NC(=O)OCc2ccccc2)CCC1=O
  -14%	5	-2	1.2	9	-0.7	7%	11%[57.1 µM]	3%[57.1 µM]
> Cc1nc(SCC(=O)NC(C)(C#N)C2CC2)c2c(-c3cccs3)csc2n1 (stereo unspecified)
  -3%	-3	-3	0.0	4	-1.0	-10%	6%	-3%
> O=C(NCCCl)NNC(=O)c1cc2ccccc2cc1O
  8%	10	-5	0.4	-7	0.2	-8%	43%[activator]	6%

# Entries of single compounds, quoted from the list. Values in the order: mIDH1 inhibitor | TRHR enhancer | PI4K2A inh | D2 agonist | D2 antag | TRHR agonist | USP1-UAF1 inh | TrxR1 inh | TrxR1 substrate
# Entry for O=C(NCCCl)NNC(=O)c1cc2ccccc2cc1O : 8% | 10 | -5 | 0.4 | -7 | 0.2 | -8% | 43%[activator] | 6%
# Entry for Cc1cc(C)c(OCC(=O)N(Cc2cccs2)C2CCS(=O)(=O)C2)c(C)c1 (stereo unspecified) : -6% | -4 | 2 | 1.2 | 4 | 0.2 | -7% | 5%[57.1 µM] | 7%[0.0914 µM]

# Limited to mIDH1 inhibitor, USP1-UAF1 inh and D2 agonist, for 4 of the compounds above:
Compound | mIDH1 inhibitor | USP1-UAF1 inh | D2 agonist
CCCCN(C(=O)CCC(=O)Nc1cc(C)on1)C(C(=O)NC(C)(C)C)c1ccccc1Cl (stereo unspecified) | -10% | -18% | 0.6
Cc1cc(C)c(OCC(=O)N(Cc2cccs2)C2CCS(=O)(=O)C2)c(C)c1 (stereo unspecified) | -6% | -7% | 1.2
O=C(O)c1cccc(OCc2ccccc2Cl)c1 | 1% | -1% | -1.3
Cc1ccc(-n2ncc3c(SCc4cccc(C)c4)ncnc32)cc1 | -3% | -13% | 1.2

# Rows are unselected; overall some 3.9% were active at least once.
